TcdB inh = inhibitors of Clostridioides difficile toxin B glycohydrolase; TcdB glycohydrolase enzymatic assay, plate reader; hit rate 0.24% among 350,000; inhibition, % at 9.99 µM; P18177; in the data active means inhibition above about 10%
Target sequence (P18177 whole entry, looked up): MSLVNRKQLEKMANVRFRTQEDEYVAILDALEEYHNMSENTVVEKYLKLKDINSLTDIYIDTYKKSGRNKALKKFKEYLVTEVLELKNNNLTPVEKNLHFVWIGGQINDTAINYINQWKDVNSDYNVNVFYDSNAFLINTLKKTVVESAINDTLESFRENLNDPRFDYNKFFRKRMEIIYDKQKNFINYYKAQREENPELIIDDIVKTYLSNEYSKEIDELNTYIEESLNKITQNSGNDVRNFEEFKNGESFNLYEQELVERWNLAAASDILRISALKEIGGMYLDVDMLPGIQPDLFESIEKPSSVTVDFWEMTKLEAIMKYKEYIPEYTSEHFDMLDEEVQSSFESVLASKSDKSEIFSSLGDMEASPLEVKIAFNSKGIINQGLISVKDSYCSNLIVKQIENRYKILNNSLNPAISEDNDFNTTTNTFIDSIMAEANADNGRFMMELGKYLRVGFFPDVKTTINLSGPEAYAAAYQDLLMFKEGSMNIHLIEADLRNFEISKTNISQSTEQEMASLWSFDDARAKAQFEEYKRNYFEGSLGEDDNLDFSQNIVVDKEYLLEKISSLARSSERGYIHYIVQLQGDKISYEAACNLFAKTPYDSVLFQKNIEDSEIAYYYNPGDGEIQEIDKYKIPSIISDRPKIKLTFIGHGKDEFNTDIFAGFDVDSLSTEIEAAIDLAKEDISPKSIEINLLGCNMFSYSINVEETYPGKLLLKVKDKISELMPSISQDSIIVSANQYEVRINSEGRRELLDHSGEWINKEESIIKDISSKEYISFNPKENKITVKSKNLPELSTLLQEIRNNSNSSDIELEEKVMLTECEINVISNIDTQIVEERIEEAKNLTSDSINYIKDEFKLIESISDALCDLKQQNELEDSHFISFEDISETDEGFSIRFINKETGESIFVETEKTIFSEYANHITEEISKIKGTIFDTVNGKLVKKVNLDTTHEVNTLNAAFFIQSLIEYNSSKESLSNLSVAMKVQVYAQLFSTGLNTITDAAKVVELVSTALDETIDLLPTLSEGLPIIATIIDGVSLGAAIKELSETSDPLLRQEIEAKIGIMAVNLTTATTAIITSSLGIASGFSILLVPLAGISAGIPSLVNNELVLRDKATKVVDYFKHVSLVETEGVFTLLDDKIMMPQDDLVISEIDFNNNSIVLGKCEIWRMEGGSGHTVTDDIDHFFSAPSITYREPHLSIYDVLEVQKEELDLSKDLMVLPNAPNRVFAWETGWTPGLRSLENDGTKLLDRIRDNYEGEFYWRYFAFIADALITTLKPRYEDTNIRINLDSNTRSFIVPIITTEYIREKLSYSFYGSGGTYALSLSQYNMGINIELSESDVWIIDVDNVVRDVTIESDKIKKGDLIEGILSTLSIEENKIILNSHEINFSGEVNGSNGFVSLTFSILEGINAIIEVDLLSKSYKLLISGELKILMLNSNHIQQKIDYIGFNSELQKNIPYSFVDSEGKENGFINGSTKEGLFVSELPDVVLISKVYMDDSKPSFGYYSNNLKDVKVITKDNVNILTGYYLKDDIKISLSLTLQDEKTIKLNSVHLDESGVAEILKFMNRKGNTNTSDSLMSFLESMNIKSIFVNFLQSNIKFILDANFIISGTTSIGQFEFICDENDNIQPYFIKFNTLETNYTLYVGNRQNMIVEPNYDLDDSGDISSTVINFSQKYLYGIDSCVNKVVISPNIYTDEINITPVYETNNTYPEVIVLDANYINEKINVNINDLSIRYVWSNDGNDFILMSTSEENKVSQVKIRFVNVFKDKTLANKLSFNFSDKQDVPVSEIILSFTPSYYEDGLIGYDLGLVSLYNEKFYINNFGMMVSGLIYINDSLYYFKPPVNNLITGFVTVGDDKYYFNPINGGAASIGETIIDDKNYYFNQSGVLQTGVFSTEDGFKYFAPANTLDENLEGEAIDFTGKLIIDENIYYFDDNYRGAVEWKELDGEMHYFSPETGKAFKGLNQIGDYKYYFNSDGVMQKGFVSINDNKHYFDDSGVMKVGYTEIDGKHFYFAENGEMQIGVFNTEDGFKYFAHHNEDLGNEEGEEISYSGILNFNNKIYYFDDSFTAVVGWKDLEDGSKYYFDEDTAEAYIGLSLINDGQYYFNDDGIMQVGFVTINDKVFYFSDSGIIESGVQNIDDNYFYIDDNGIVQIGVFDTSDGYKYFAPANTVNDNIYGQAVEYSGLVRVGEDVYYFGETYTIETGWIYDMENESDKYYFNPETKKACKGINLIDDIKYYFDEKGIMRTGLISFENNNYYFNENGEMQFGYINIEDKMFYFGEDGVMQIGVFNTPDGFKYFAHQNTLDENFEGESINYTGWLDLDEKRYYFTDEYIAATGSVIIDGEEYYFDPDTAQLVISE
* hit, by the source's call.

#	smiles	TcdB inh
1	Cc1ccc(S(=O)(=O)Nc2ccc3c(c2)C(=O)N([C@H](C)CO)C[C@@H](C)[C@H](CN(C)C(=O)Nc2ccc(C(F)(F)F)cc2)O3)cc1	0.1
2	CN1CCN(C(=O)c2cc3c(c(-c4cccc(C#CCC5CCCC5)c4)n2)[C@H](CCO)N(S(=O)C(C)(C)C)C3)CC1 (stereo partly drawn)	1.1
3	CO[C@H](CN(C)S(=O)(=O)c1cn(C)cn1)[C@@H](C)CN(C(=O)Nc1ccc(C(F)(F)F)cc1)[C@@H](C)CO	-1.2
4	Cc1ccc(S(=O)(=O)N(C)C[C@@H]2OCCCC[C@@H](C)Oc3ccc(NC(=O)Nc4cccc5ccccc45)cc3C(=O)N([C@@H](C)CO)C[C@@H]2C)cc1	-0.1
5	C[C@H](CO)N1C[C@H](C)[C@H](CN(C)Cc2ccncc2)Oc2ccc(NS(=O)(=O)c3cn(C)cn3)cc2C1=O	-0.2
6	CN(C)CC#Cc1ccc([C@@H]2[C@H](CO)N3C(=O)CN(C(=O)c4ccccc4)C[C@@H]23)cc1	0.3
7	C[C@H]1CN([C@@H](C)CO)C(=O)c2cc(-c3ccc(C#N)cc3)cnc2O[C@@H]1CN(C)C(=O)c1ccccc1	0.5
8	COCC(=O)N1CC2(C1)[C@H](c1ccc(-c3ccc(F)cc3)cc1)[C@@H](CO)N2C(=O)C1CC1	0.3
9	CCCC[C@H]1OB(O)C[C@H]2C1=C(COc1ccccc1)C[C@H]1C(=O)N(Cc3ccccc3)C(=O)[C@H]12	0.8
10	C[C@@H]1CCCCO[C@H](CN(C)CC2CCCCC2)[C@H](C)CN([C@@H](C)CO)C(=O)c2cc(NC(=O)c3ccncc3)ccc2O1	-0.1
11	C[C@H](CO)N1C[C@H](C)[C@H](CN(C)Cc2ccc(Cl)c(Cl)c2)Oc2c(NC(=O)c3cnccn3)cccc2C1=O	1.2
12	CN1CCN(C(=O)C[C@H]2C=C[C@@H](NC(=O)Nc3ccccc3F)[C@@H](CO)O2)CC1	-0.4
13	C[C@H]1CN([C@@H](C)CO)C(=O)c2cc(-c3ccc(F)cc3)cnc2O[C@H]1CN(C)CC1CCOCC1	-0.7
14	COc1cccc(-c2cn(CC[C@H]3CC[C@@H](NC(=O)CN(C)C)[C@H](CO)O3)nn2)c1	0.2
15	C[C@H]1CN([C@@H](C)CO)C(=O)Cc2cc(NS(=O)(=O)c3ccc(F)cc3)ccc2O[C@@H]1CN(C)Cc1ccncc1	0.7
16	COc1ccc(S(=O)(=O)Nc2ccc3c(c2)C(=O)N([C@@H](C)CO)C[C@@H](C)[C@@H](CN(C)Cc2ccc(C(=O)Nc4ccccc4N)cc2)O3)cc1	0.1
17	COc1ccccc1S(=O)(=O)N[C@H]1CC[C@H](CC(=O)N2CCCCC2)O[C@@H]1CO	-1.6
18	CCCC#Cc1cnc2c(c1)C(=O)N([C@H](C)CO)C[C@@H](C)[C@@H](CN(C)C(=O)Cc1cccnc1)O2	-0.1
19	CO[C@@H]1CN(C)C(=O)c2cc(NC(=O)c3cc(C)on3)ccc2OC[C@@H](C)N(C)C[C@@H]1C	-1.9
20	C[C@H]1CCCCO[C@H](CN(C)S(=O)(=O)c2ccccc2)[C@@H](C)CN([C@@H](C)CO)C(=O)c2cc(NC(=O)CCCN(C)C)ccc2O1	1.6
21	O=C(NCC1CC1)[C@@H]1[C@@H](CO)[C@@H]2Cn3c(ccc(-c4ccccc4)c3=O)[C@@H]2N1CC1CC1	0.2
22	C[C@H](CO)N1C[C@H](C)[C@H](CN(C)Cc2ccc(C(=O)O)cc2)Oc2ncc(-c3ccc(F)cc3)cc2C1=O	-0.3
23	C[C@H](CO)N1C[C@H](C)[C@@H](CN(C)C(=O)Nc2ccc(F)cc2)Oc2ccc(NC(=O)Nc3ccc(F)cc3)cc2C1=O	0.4
24	O=C(NCC[C@@H]1CC[C@@H](NS(=O)(=O)c2cccc(F)c2)[C@@H](CO)O1)C1CCCC1	0.6
25	CO[C@H]1CN(C)C(=O)c2cc(NC(=O)c3ccccc3F)ccc2OC[C@@H](C)N(C(C)=O)C[C@@H]1C	-7.2
26	C[C@H](CO)N1C[C@H](C)[C@@H](CN(C)C(=O)C2CC2)Oc2cc(C#Cc3ccccc3)ccc2S1(=O)=O	-0.8
27	COc1ccc(S(=O)(=O)N(C)C[C@@H]2OCCCC[C@H](C)Oc3ccc(NS(=O)(=O)c4ccccc4)cc3C(=O)N([C@H](C)CO)C[C@H]2C)cc1	1.2
28	CC(C)NC(=O)Nc1cccc2c1O[C@@H](CN(C)Cc1ccc(C(=O)Nc3ccccc3N)cc1)[C@@H](C)CN([C@H](C)CO)C2=O	0.4
29	C[C@@H](NC(=O)C[C@@H]1CC[C@@H](NC(=O)Cc2ccccn2)[C@@H](CO)O1)c1ccccc1	-1.4
30	CCN1[C@@H]2c3ccc(C4=CCCCC4)c(=O)n3C[C@@H]2[C@@H](CO)[C@@H]1C(=O)OC	-0.3
31	CCCC#Cc1ccc2c(c1)O[C@H](CN(C)Cc1ccc3c(c1)OCO3)[C@H](C)CN([C@@H](C)CO)S2(=O)=O	-0.8
32	COCC(=O)Nc1ccc2c(c1)C(=O)N(C)C[C@H](OC)[C@@H](C)CN(Cc1cncnc1)[C@@H](C)CO2	-0.7
33	C[C@@H]1CN([C@@H](C)CO)C(=O)c2cccc(NS(=O)(=O)c3ccc(Cl)cc3)c2O[C@H]1CN(C)C(=O)Nc1ccc(F)cc1	1.8
34	CCC(=O)N1CC2(C1)[C@H](c1ccc(-c3cccc(OC)c3)cc1)[C@H](CO)N2C(C)=O	-1.3
35	C[C@@H]1CN([C@@H](C)CO)C(=O)c2cc(N(C)C)ccc2O[C@H]1CN(C)Cc1ccncc1	-2.2
36	COCCCNC(=O)[C@@]1(Cc2ccccc2CN=[N+]=[N-])N=C(c2ccc(OCCCO)cc2)O[C@H]1c1ccccc1	-0.4
37	Cc1noc(C)c1NC(=O)Nc1ccc2c(c1)C(=O)N([C@H](C)CO)C[C@@H](C)[C@H](CN(C)S(=O)(=O)c1ccccc1)OCCCC[C@H](C)O2	0.1
38	CN(C)CC(=O)Nc1ccc2c(c1)[C@@H]1C[C@H](CC(=O)NCCc3ccccc3)O[C@@H](CO)[C@@H]1O2	-0.5
39	C[C@H](CO)N1C[C@H](C)[C@@H](CN(C)C(=O)Nc2ccccc2)Oc2ccc(NS(C)(=O)=O)cc2CC1=O	0.5
40	C[C@H](CO)N1C[C@H](C)[C@H](CN(C)S(=O)(=O)c2cn(C)cn2)Oc2ccc(NS(=O)(=O)c3ccc(F)cc3)cc2CC1=O	1.6
41	CCCC#Cc1ccc2c(c1)O[C@H](CN(C)C(=O)NCCC)[C@H](C)CN([C@H](C)CO)S2(=O)=O	-1.0
42	C[C@H](CO)N1C[C@H](C)[C@@H](CN(C)C(=O)Nc2ccccc2)OCCCC[C@H](C)Oc2ccc(NC(=O)CCC(F)(F)F)cc2C1=O	0.5
43	CN(C)CCCNC(=O)C[C@H]1CC[C@@H]2[C@@H](COc3ccc(NS(C)(=O)=O)cc3C(=O)N2C)O1	-0.2
44	N#Cc1cccc(-c2ccc([C@@H]3[C@H]4CN(Cc5ccccc5F)CCCCN4[C@H]3CO)cc2)c1	0.2
45	C[C@H]1CN([C@@H](C)CO)C(=O)c2cccc(NS(C)(=O)=O)c2O[C@@H]1CN(C)C(=O)Nc1ccccc1	-0.7
46	C[C@H]1CN([C@@H](C)CO)C(=O)Cc2cc(NC(=O)Nc3ccc(F)cc3)ccc2O[C@H]1CN(C)Cc1ccc(Cl)c(Cl)c1	-0.4
47	CN(C)c1ccc2c(c1)[C@H]1C[C@@H](CC(=O)NCc3ccc(Cl)cc3)O[C@@H](CO)[C@H]1O2	-21.8
48	COC(=O)[C@H]1[C@H](CO)[C@H]2Cn3c(ccc(-c4ccc(F)cc4)c3=O)[C@@H]1N2Cc1cccnc1	-0.4

Some of the entries so far, as labelled records:
43: CN(C)CCCNC(=O)C[C@H]1CC[C@@H]2[C@@H](COc3ccc(NS(C)(=O)=O)cc3C(=O)N2C)O1
  TcdB inh: -0.2
44: N#Cc1cccc(-c2ccc([C@@H]3[C@H]4CN(Cc5ccccc5F)CCCCN4[C@H]3CO)cc2)c1
  TcdB inh: 0.2
45: C[C@H]1CN([C@@H](C)CO)C(=O)c2cccc(NS(C)(=O)=O)c2O[C@@H]1CN(C)C(=O)Nc1ccccc1
  TcdB inh: -0.7
46: C[C@H]1CN([C@@H](C)CO)C(=O)Cc2cc(NC(=O)Nc3ccc(F)cc3)ccc2O[C@H]1CN(C)Cc1ccc(Cl)c(Cl)c1
  TcdB inh: -0.4

Further entries follow:
#	smiles	TcdB inh
49	CC(=O)N(C)C[C@H]1Oc2ncc(C#Cc3cccnc3)cc2C(=O)N([C@H](C)CO)C[C@@H]1C	-0.4
50	COc1ccc2c3c(n(C)c2c1)[C@@H](CO)N(C(=O)Nc1cccc(F)c1)CC31CCN(Cc2nccs2)CC1	0.6
51	CCNC(=O)C[C@@H]1CC[C@@H]2[C@H](COC[C@@H](O)CN2C(=O)Nc2c(C)noc2C)O1	0.8
52	COc1ccc(NC(=O)N2CC(=O)N3[C@@H](CO)[C@@H](c4ccc(C5=CCCC5)cc4)[C@@H]3C2)cc1	1.2
53	O=C(C[C@@H]1C=C[C@H](NC(=O)Nc2ccc(C(F)(F)F)cc2)[C@@H](CO)O1)NCc1cccc(F)c1	-0.2
54	C[C@@H]1CN([C@H](C)CO)S(=O)(=O)c2ccc(C#Cc3ccncc3)cc2O[C@H]1CN(C)C(=O)C1CCC1	0.9
55	C[C@H]1CN([C@@H](C)CO)C(=O)c2cc(NS(=O)(=O)c3cn(C)cn3)ccc2O[C@@H]1CN(C)C	0.4
56	Cc1noc(C)c1NC(=O)NC[C@@H]1CC[C@@H]2[C@@H](CN2Cc2cccc(-c3ccccn3)c2)O1	-0.6
57	C[C@H]1CN([C@@H](C)CO)C(=O)c2cc(NC(=O)C3CC3)ccc2O[C@@H]1CN(C)CC1CCCCC1	-0.4
58	COc1ccccc1CNC(=O)C[C@@H]1C=C[C@@H](NC(=O)CC2CC2)[C@H](CO)O1	-0.1
59	O=C(C[C@@H]1CC[C@H]2[C@@H](COC[C@H](O)CN2C(=O)C2CCOCC2)O1)NCc1ccncc1	-0.5
60	C[C@@H]1CN([C@@H](C)CO)C(=O)Cc2cc(NS(=O)(=O)c3ccc(F)cc3)ccc2O[C@H]1CN(C)CC1CCCCC1	-1.4
61	C[C@@H]1CN([C@H](C)CO)C(=O)c2cc(NS(=O)(=O)c3ccccc3)ccc2O[C@@H](C)CCCCO[C@H]1CN(C)C(=O)Nc1ccc(F)cc1	0.1
62	C/C=C/c1ccc2c(c1)O[C@@H](CN(C)C(=O)c1ccncc1)[C@@H](C)CN([C@H](C)CO)S2(=O)=O	0.3
63	O=C(C[C@@H]1CC[C@@H]2[C@H](COC[C@H](O)CN2Cc2nccs2)O1)NCc1ccc(Cl)cc1	0.3
64	C[C@@H]1CN([C@@H](C)CO)C(=O)c2cccc(NS(C)(=O)=O)c2O[C@@H]1CN(C)C(=O)Nc1ccc(C(F)(F)F)cc1	2.2
65	C[C@@H]1CN([C@H](C)CO)C(=O)Cc2cc(NC(=O)NC3CCCCC3)ccc2O[C@@H]1CN(C)Cc1ccc(-c2ccccc2)cc1	1.2
66	C[C@@H]1CN([C@H](C)CO)C(=O)c2cc(C#CCN(C)C)cnc2O[C@@H]1CN(C)C(=O)NC1CCCCC1	-1.6
67	O=C(C[C@H]1CC[C@@H](NC(=O)Nc2cc(F)ccc2F)[C@@H](CO)O1)NCCCN1CCOCC1	-0.1
68	CO[C@@H](CN(C)S(=O)(=O)c1ccc(F)cc1)[C@H](C)CN(C(=O)Nc1ccccc1F)[C@H](C)CO	1.1
69	C[C@@H]1CN([C@H](C)CO)C(=O)c2cc(C#CC(C)(C)O)cnc2O[C@@H]1CN(C)Cc1ccccn1	1.3
70	O=C(C[C@@H]1CC[C@@H]2[C@H](COC[C@@H](O)CN2S(=O)(=O)c2ccc(Cl)cc2)O1)N[C@H]1CCN(Cc2ccccc2)C1	-0.8
71	CCC(=O)Nc1ccc2c(c1)C(=O)N(C)C[C@H](OC)[C@H](C)CN(CCC(F)(F)F)[C@@H](C)CO2	-1.2
72	C[C@H]1CN([C@@H](C)CO)C(=O)c2cccc(NC(=O)C3CC3)c2O[C@@H]1CN(C)Cc1ccc(C(=O)Nc2ccccc2N)cc1	1.1

A different layout for some results above.
[40] C[C@H](CO)N1C[C@H](C)[C@H](CN(C)S(=O)(=O)c2cn(C)cn2)Oc2ccc(NS(=O)(=O)c3ccc(F)cc3)cc2CC1=O
  TcdB inh = 1.6

[50] COc1ccc2c3c(n(C)c2c1)[C@@H](CO)N(C(=O)Nc1cccc(F)c1)CC31CCN(Cc2nccs2)CC1
  TcdB inh = 0.6

(more compounds)
#	smiles	TcdB inh
73	O=C(Nc1ccccc1F)N[C@@H]1C=C[C@@H](CC(=O)N2CCCCC2)O[C@H]1CO	-1.7
74	CO[C@@H]1CN(C)C(=O)c2cc(NS(=O)(=O)c3cn(C)cn3)ccc2OC[C@@H](C)N(CC2CC2)C[C@@H]1C	0.9
75	COc1ccc(C(=O)Nc2ccc3c(c2)OC[C@H](C)NC[C@@H](C)[C@H](OC)CN(C)C3=O)cc1	0.2
76	C[C@H]1CN([C@@H](C)CO)C(=O)c2cc(N(C)C)ccc2O[C@@H]1CN(C)Cc1ccc(C(F)(F)F)cc1	-2.1
77	CCCC#Cc1cnc2c(c1)C(=O)N([C@H](C)CO)C[C@@H](C)[C@H](CN(C)C(=O)c1cccc(F)c1)O2	-0.5
78	O=C(C[C@@H]1CC[C@@H]2[C@H](COC[C@@H](O)CN2S(=O)(=O)c2ccc(F)cc2)O1)N[C@H]1CCN(Cc2ccccc2)C1	0.1
79	COc1ccc2c3c([nH]c2c1)[C@H](CO)N(C(=O)C1CCCC1)CC31CN(C)C1	1.1
80	COCC#Cc1ccc([C@H]2[C@H](CO)N3C(=O)CN(C(=O)Nc4ccc(F)cc4)C[C@@H]23)cc1	1.0

High-throughput results as filed in PubChem.

The list is partial (hit frequency here may not be typical).
